Screening results: PubChem, several laboratories
OX1R antag: blocks the human orexin 1 receptor. OX1R-expressing cells, FRET antagonist read-out. inhibition, % at 6.6 µM. actives 1.8% (n = 330,000). AID 485270; in the data active = inhibition mostly above about 38%, no sharp cut-off; inactive = mostly below about 40%;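 note: 0% = agonist challenge alone and 100% = reference antagonist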
Target sequence (O43613 whole entry, looked up): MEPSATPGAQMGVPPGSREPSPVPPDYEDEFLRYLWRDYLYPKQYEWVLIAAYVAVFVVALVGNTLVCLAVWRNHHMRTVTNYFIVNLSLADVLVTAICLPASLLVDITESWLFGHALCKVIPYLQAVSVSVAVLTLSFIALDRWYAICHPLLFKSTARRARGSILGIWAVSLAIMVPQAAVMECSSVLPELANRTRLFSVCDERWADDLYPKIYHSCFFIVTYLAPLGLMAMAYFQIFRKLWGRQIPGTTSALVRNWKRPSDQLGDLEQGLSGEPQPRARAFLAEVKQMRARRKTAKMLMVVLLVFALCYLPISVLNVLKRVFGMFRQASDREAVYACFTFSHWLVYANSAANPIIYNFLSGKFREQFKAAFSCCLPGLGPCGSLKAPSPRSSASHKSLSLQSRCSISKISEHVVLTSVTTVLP
STK33 inh: blocks human STK33 kinase activity; Q9BYT3; purified STK33, MBP phosphorylation, ADP-Glo luminescence; inhibition, % at 10 µM; actives 0.073% (n = 320,000); AID 2661;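 active = inhibition at or above 25%, using the most active replicate where run in duplicate; inactive = inhibition below 25%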
Target sequence (Q9BYT3 whole entry, looked up): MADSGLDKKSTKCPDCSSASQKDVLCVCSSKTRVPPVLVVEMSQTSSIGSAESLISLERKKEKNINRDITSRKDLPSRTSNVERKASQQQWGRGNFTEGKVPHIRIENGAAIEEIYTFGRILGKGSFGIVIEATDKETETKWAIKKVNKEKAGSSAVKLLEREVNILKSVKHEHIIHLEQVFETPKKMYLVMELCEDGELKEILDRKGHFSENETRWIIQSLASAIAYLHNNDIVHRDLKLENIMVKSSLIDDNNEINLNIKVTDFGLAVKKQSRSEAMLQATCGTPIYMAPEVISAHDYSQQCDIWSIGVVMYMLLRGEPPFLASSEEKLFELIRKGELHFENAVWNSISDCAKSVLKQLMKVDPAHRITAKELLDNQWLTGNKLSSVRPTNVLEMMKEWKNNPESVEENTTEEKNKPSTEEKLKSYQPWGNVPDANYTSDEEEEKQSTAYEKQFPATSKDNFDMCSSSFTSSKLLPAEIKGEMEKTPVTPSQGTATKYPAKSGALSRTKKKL
KCNQ2 inh: KCNQ2 potassium channel inhibitors, primary screen, cell-based, CHO-K1, FluxOR thallium flux, B-score (AID 2156); O88943; 20 min; active compounds read low; B-score at 10 µM; actives 1.1% (n = 310,000);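 active = fluorescence ratio B-score at most minus 3 library SDs, with starting brightness B-score within 2 library SDs, cut at about -5.5 in these data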
Starred values were filed as active, the others as inactive; i = inactive; / = no result given.

smiles | KCNQ2 inh | STK33 inh | OX1R antag
C=CCN1C(=O)C(CC(=O)O)SC1=Nc1ccc(C)cc1 (stereo not given) | i | -1.8 | 1.2
O=C(Nc1ccc(F)cc1F)c1cc(-c2ccc3c(c2)OCO3)on1 | i | -1.1 | 8.0
C#CC(=O)N(c1ccc(OC)cc1OC)C(C(=O)NC1CCCC1)c1cccs1 (stereo not given) | i | 0.5 | 15.1
Nn1c(SCC(=O)NC2CCCCC2)nnc1-c1ccc(Cl)cc1 | i | -0.6 | 12.8
COc1ccc(S(=O)(=O)NCc2cccs2)cc1 | i | -0.4 | 7.1
O=S(=O)(NC1Cc2ccccc2C1)c1ccccc1 | i | -1.4 | /
COC(=O)c1c(NC(NC(=O)CC(C)C)C(Cl)(Cl)Cl)sc2c1CCC2 (stereo not given) | i | -2.4 | 24.1
COC(=O)CCCNC(=O)c1ccccn1 | i | -1.2 | 13.2
Cc1nn(Cc2cccc(F)c2)c(C)c1NC(=O)c1c([N+](=O)[O-])c(C)nn1C | i | 0.0 | 12.5
Cc1ccc2cc(CN(CCCO)S(=O)(=O)c3cccc4nsnc34)c(=O)[nH]c2c1 | i | 2.6 | 20.5
COc1ccc(-c2oc3ccccc3c(=O)c2OC(=O)c2ccc(C)cc2)cc1 | i | -0.4 | 31.5
CCCC(=O)NC(=S)Nc1cccc(-c2nc3ncccc3o2)c1 | i | -1.8 | 27.0
CCOc1ccccc1NC(=O)c1cc(Cl)ccc1NC(=O)c1ccco1 | i | -1.2 | 0.8
Oc1ccccc1/C=N/Nc1ncc(Br)cn1 | i | 0.3 | 17.6
Cc1cc(C)cc(C(=O)NC(CC(N)=O)c2ccc(N3CCN(C)CC3)c([N+](=O)[O-])c2)c1 (stereo not given) | i | -0.3 | 23.0
Cc1ccc(CCNC(=O)c2coc3nc4ccccc4nc23)cc1 | i | -2.3 | 30.0
CN(C(=O)CN1C(=O)NC(C)(c2cccc(Br)c2)C1=O)C1CCCCC1 (stereo not given) | / | -1.3 | 6.8
CNC(=S)NNC(=O)c1ccccc1Br | i | 0.0 | 6.9
CC(C)COc1ccc(N)cc1OCC(C)C | i | 1.3 | 19.8
COc1ccccc1-c1nnc(N)s1 | i | 1.8 | 5.0
CC(=O)OC[C@H]1COc2ccc3ccccc3c2[C@H]1N(C)C(C)=O | i | -1.2 | 3.5
Cn1c(=O)[nH]c(=O)c2c1nc(NCCCO)n2CCOc1ccccc1 | i | -0.8 | 10.4
CCOc1ccc(-n2cnnn2)cc1S(=O)(=O)NCc1ccccc1 | i | -2.1 | 8.5
O=C(NCc1cccnc1)c1cnc2sccn2c1=O | i | 0.2 | 6.5
O=C(NN=C1CCCCCC1)C(=O)Nc1cccc(Br)c1 | i | 0.1 | 20.6
CCN=c1scc(C)n1/N=C/c1cc(Br)c(O)c(Br)c1 | i | -1.2 | 23.2
C#CCOc1ccc(/C=C2/C(=O)NN(c3ccccc3)C2=O)cc1OC | i | -2.0 | 7.7
Cc1ccc(-n2nnc3c(=O)n(Cc4ccccn4)cnc32)cc1C | i | -0.8 | 20.9
CNC(=S)N/N=C/c1cn(Cc2c(F)cccc2Cl)c2ccccc12 | i | -2.8 | 6.7
CCC(Oc1ccc2c(c1)C(=O)CC(C)(C)O2)C(=O)NCCN1CCCCCC1 (stereo not given) | i | -0.4 | 6.9
CCCN(CCC)CCNS(=O)(=O)c1ccc2c(c1)oc(=O)n2C | i | -0.1 | -0.5
COc1ccc(COC(=O)Nc2c(SC)nsc2SC)cc1 | i | -2.3 | 17.0
Cc1cc(-n2[nH]c(C)c(C)c2=O)nc(-c2ccccc2O)n1 | i | 2.3 | 24.9
CCc1nc(C)cn1S(=O)(=O)c1ccc(Br)cc1 | i | -2.8 | /
Cc1ccc(O)c(NC(=O)CSc2n[nH]c(-c3ccccc3)n2)c1 | i | -4.3 | 35.8
O=C(NCCc1c[nH]c2ccccc12)c1ccc2c(c1)OCO2 | i | -0.2 | 3.1
NC(=O)C1CCN(c2oc(-c3ccc(F)cc3)nc2S(=O)(=O)c2ccccc2)CC1 | / | 0.1 | 3.7
CC(C)CCn1c(=O)c2ccccc2n2c(CCC(=O)NCC3CCCO3)nnc12 (stereo not given) | i | -1.2 | 13.8
CC(C)(C)NC(=O)Cn1c(SCC(=O)N2CCCCCC2)nc2ccccc21 | i | 0.0 | 22.3
COc1ccc(OC)c(N(C(=O)c2ccco2)C(C(=O)NC2CCCC2)c2cc(OC)c(OC)c(OC)c2)c1 (stereo not given) | i | 0.0 | 29.9
CCCc1nnc(NC(=O)C(C)N2C(=O)C3C4C=CC(C4)C3C2=O)s1 (stereo not given) | i | -0.7 | 23.7
CCN(C(=O)C(C)N1C(=O)/C(=C/c2ccco2)SC1=S)C1CCS(=O)(=O)C1 (stereo not given) | i | 0.7 | 15.3
Brc1ccc(-c2nnc3n2CCCCC3)cc1 | i | -1.1 | 4.1
CCOC(=O)c1ccc(NC(=O)NCCN2CCCCC2)cc1 | i | / | 7.4
COc1ccccc1N(CC(O)Cn1ccnc1C)S(=O)(=O)c1ccc(C)cc1 (stereo not given) | i | 0.0 | 5.0
Cc1cc(C(F)(F)F)n2nc(C(=O)O)c(Cl)c2n1 | i | -2.1 | 26.9
CSCCC(NS(=O)(=O)c1ccc2c(c1)OCCO2)C(=O)N(C)Cc1ccc(C)cc1 (stereo not given) | i | 0.9 | 2.2
COCCCNCCCCOc1ccc(OCc2ccccc2)cc1 | i | 1.3 | 17.4
COC(=O)COc1ccc2cc(-c3ccc(OC)cc3)c(=O)oc2c1 | i | -1.7 | 15.7
COc1ccc2c(c1)CC(=O)NC=C2 | i | 2.9 | 10.5

Carrying on.
smiles | KCNQ2 inh | STK33 inh | OX1R antag
COc1cc(NC(=O)CN(c2cc(C)cc(C)c2)S(=O)(=O)c2c(C)noc2C)cc(OC)c1 | i | -1.0 | 7.9
COc1ccc(NC(=O)C2CCN(C(=O)NC3CCCCC3)CC2)c(OC)c1 | i | -0.6 | 7.0
O=[N+]([O-])c1ccc(Oc2ccc(S(=O)(=O)N3CCOCC3)cc2)cc1 | i | 0.0 | 20.3
COC(=O)C1CCN(C(=O)c2cc(=O)[nH]c3ccccc23)CC1 | i | -0.5 | 11.7
Cn1c(=O)n(CC(N)=O)c(=O)c2c1nc(Br)n2Cc1ccccc1 | i | -1.4 | 13.7
Cc1cc(=O)[nH]c(SCC(=O)Nc2ccc(Br)cn2)n1 | i | 3.8 | -6.5
Cc1cccn2c(=O)c3cc(C(=O)NC(C)C)c(=N)n(Cc4ccncc4)c3nc12 | i | -0.9 | 83.6*
CCOC(=O)CN1CC23C=CC(O2)C(C(=O)Nc2ccc(C(C)=O)cc2)C3C1=O (stereo not given) | i | -1.3 | -1.5
COc1cc(C(=O)N2CCc3ccccc32)ccc1OCc1c(C)noc1C | i | -1.6 | 9.3
O=C(CSc1nc2[nH]ncc2c(=O)[nH]1)Nc1ccc(Cl)cc1 | i | 0.5 | 7.1
Cc1ccccc1NS(=O)(=O)c1cc(C(=O)NCc2ccco2)ccc1C | i | 1.4 | 12.6
CC(=O)N1CCN(S(=O)(=O)c2ccc(S(=O)(=O)NC3CCCCC3)cc2)CC1 | i | -1.2 | 11.5
CC1CC(C)CN(CCCNC(=O)c2ccc(CS(=O)(=O)Cc3cccc(Cl)c3)o2)C1 (stereo not given) | i | 1.1 | 13.1
Cc1cccc(/C(N)=N/OC(=O)Cc2ccccc2)c1 | i | -1.2 | 13.5
O=C(O)c1cc(=O)c2ccccc2[nH]1 | / | 0.7 | 28.0
Cc1cccn2c(=O)c3cc(C(=O)NC4CCCC4)c(=N)n(Cc4ccc(F)cc4)c3nc12 | i | 0.9 | 3.3
O=C(COC(=O)c1ccccc1)Nc1cc(Cl)ccc1Oc1ccccc1 | i | -2.7 | 17.7
Cc1ccc(CCNC(=O)CN(c2cc(C)cc(C)c2)S(=O)(=O)c2c(C)noc2C)cc1 | i | -1.2 | 1.4
CCN1CCN(Cc2c(O)ccc3c2O/C(=C\c2ccc(C)cc2)C3=O)CC1 | i | 7.7 | 23.1
C/C(=N\S(=O)(=O)c1ccc(C)cc1)N1CCN(S(=O)(=O)c2ccccc2)C1C(C)C (stereo not given) | i | -1.4 | 31.4
CC(Sc1nnnn1-c1ccc(O)cc1)C(=O)NC1CCCCC1C (stereo not given) | i | -1.4 | 19.1
CC(=O)NC12CC3CC(C1)CC(C(=O)N1CCN(C(=O)c4ccco4)CC1)(C3)C2 | / | -0.7 | 8.4
CC1Cc2ccccc2N1Cc1cc(=O)c(OCC(=O)Nc2ccccc2)co1 (stereo not given) | i | / | 25.8
O=C(O)C12C[C@H]3C[C@@H](C1)CC(n1ncc(N4CCN(c5ccccc5)CC4)c(Cl)c1=O)(C3)C2 | i | -1.7 | 32.1
CCOc1ccccc1CNC(=O)c1ccccc1NC(=O)C1=CSCCO1 | i | -0.1 | 21.6

Quoted from the listing:
Cc1cc(=O)[nH]c(SCC(=O)Nc2ccc(Br)cn2)n1 in OX1R antag shows -6.5
O=C(CSc1nc2[nH]ncc2c(=O)[nH]1)Nc1ccc(Cl)cc1 in STK33 inh shows 0.5
Cc1cccn2c(=O)c3cc(C(=O)NC(C)C)c(=N)n(Cc4ccncc4)c3nc12 in OX1R antag shows 83.6*

Five compounds out of the list, ordered by count of non-hydrogen atoms, smallest number first:
smiles | KCNQ2 inh | STK33 inh | OX1R antag
Cc1cc(=O)[nH]c(SCC(=O)Nc2ccc(Br)cn2)n1 | i | 3.8 | -6.5
Cc1ccc(O)c(NC(=O)CSc2n[nH]c(-c3ccccc3)n2)c1 | i | -4.3 | 35.8
CC(Sc1nnnn1-c1ccc(O)cc1)C(=O)NC1CCCCC1C (stereo not given) | i | -1.4 | 19.1
CC(C)(C)NC(=O)Cn1c(SCC(=O)N2CCCCCC2)nc2ccccc21 | i | 0.0 | 22.3
Cc1ccc(CCNC(=O)CN(c2cc(C)cc(C)c2)S(=O)(=O)c2c(C)noc2C)cc1 | i | -1.2 | 1.4

The results go on.
smiles | KCNQ2 inh | STK33 inh | OX1R antag
COC(=O)CCN(C(=O)c1ccc(Cl)c([N+](=O)[O-])c1)c1ccccn1 | i | -1.5 | 19.3
COc1ccc(CC(=O)N(C)CC(=O)Nc2ccccc2Cl)cc1S(=O)(=O)N1CCOCC1 | / | -1.1 | 4.2
Cc1ccc(C(C)C)c(OCC(=O)NN2C(=O)c3ccccc3C2=O)c1 | i | -0.5 | -1.5
Cc1ccc(N(C(=O)Cn2nnc3ccccc32)C(C(=O)NC2CCCCC2)c2cn(C)nc2C)cc1 (stereo not given) | i | -1.6 | 1.4
CSc1c(C#N)c(N)c(C#N)c2c1COC(C)(C)C2 | i | -1.8 | 22.1
CCCN1C2CCCC1CC(NC(=O)c1cc(OC)c(OC)c(OC)c1)C2 (stereo not given) | i | -2.2 | 16.6
NC12NC(=O)C3(O)C4C5CC(C6C5C3C61)C42 (stereo not given) | i | -0.7 | 12.8
COc1cc(/C=N/N(C)S(=O)(=O)c2ccc(C)cc2)cc([N+](=O)[O-])c1O | i | -0.2 | 12.8
COc1ccc(C(=O)CC(=O)C(=O)Nc2ccccc2)cc1 | i | 2.6 | 5.3
CCOC(=O)Oc1ccc2c(=O)c(Oc3cccc(C)c3)coc2c1 | i | 0.4 | 1.9
Cc1ccc(C)c(Cn2ncc3ccccc32)c1 | i | -1.1 | 2.7
Cc1ccc2[nH]c(C)c(CCNC(=O)C3CCCCC3C(=O)OCC(F)(F)F)c2c1 (stereo not given) | i | -2.3 | 18.4
Cn1cc(Cl)c(C(=O)N/N=C/c2ccc3c4c(cccc24)CC3)n1 | i | 0.7 | 91.5*
COCCn1c(C)cc(C2=NNC(=Nc3ccc(OC)cc3)SC2)c1C | i | -1.0 | 9.3
CCC(C)NC(=O)CNS(=O)(=O)c1ccc(C)cc1 (stereo not given) | i | 0.2 | 28.2
O=C(C1CC1)N1CCN(c2ccc(O)cc2)CC1 | i | -0.6 | 15.8
O=C(c1cc(Cl)cc(Cl)c1)N1CCOCC1 | i | -0.3 | 3.6
COc1ccc(NC(=O)CN(C)C(=O)CCCc2c[nH]c3ccccc23)cc1 | i | -1.8 | 21.2
Cc1ccccc1NC(=O)c1ccc(CN2CCC(Cc3ccccc3)CC2)cc1 | i | -0.8 | -6.2
CCOc1ccc(N2C(=O)S/C(=C\c3ccc(O)c(OCC)c3)C2=O)cc1 | i | -1.2 | 7.7
COCCCNC(=O)COc1ccc(S(=O)(=O)Nc2ccccc2)cc1 | i | 0.9 | 11.9
Cc1[nH]n(-c2ccccc2)c(=O)c1C=NCc1ccco1 | i | -1.0 | 16.5
COc1cccc(C(=O)Nc2ccc(NC(=O)c3ccco3)c(Cl)c2)c1 | i | 0.0 | 36.6
O=S(=O)(Nc1ccccc1)c1ccc(S(=O)(=O)N2CCCC2)cc1 | / | -5.2 | 4.0
O=C(C1=C[C@@H](c2coc3ccccc3c2=O)C[C@@H](OCCCCO)O1)N1CCN(Cc2ccc3c(c2)OCO3)CC1 | i | -1.3 | 22.6
COc1cc(C(=O)N2CCN(CCCc3ccccc3)CC2)cc(OC)c1OC | i | -1.0 | 9.0
CC1=NN(C(=O)c2ccccc2F)C(O)(c2ccc(Cl)cc2)C1 (stereo not given) | i | -2.4 | 3.5
CCCCC(=O)NC(Nc1cc(C)ccn1)(C(=O)OCC)C(F)(F)F (stereo not given) | i | 0.0 | 13.0
Cc1ccc(NC(=O)CSc2nccn2Cc2ccco2)c(C)c1 | i | -1.7 | 10.9
O=C(CSc1nnc(-c2cccnc2)n1C1CCCCC1)NC1CCCCC1 | i | -0.2 | 0.2
COC(=O)C1CCN(S(=O)(=O)c2cn(C)c(=O)n(C)c2=O)CC1 | i | -1.3 | 7.5
CCc1ccc(NC(=O)C2CCCN(S(=O)(=O)c3ccc4c(c3)CCCN4C(C)=O)C2)cc1 (stereo not given) | i | -2.1 | 18.2
O=C(NCC1CCCO1)C1CCN(C(=O)c2ccc(Br)cc2)CC1 (stereo not given) | i | 0.3 | 13.8

An unsorted share of the library; about 2.7% have a hit in one of these screens.
